# FUS yeast rescue = FUS proteinopathy suppression in yeast; S. cerevisiae FUS-expressing, growth rescue, OD600, 24 h; Potency, µM (top dose mostly 76.6 µM), inactives show at the top dose growth rescue (activation), actives largely listed as activators; actives 0.24% (n = 390,000); AID 1347120;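 also: plate controls were DMSO vehicle for no effect and reference control for full effect; nearly all actives have a fitted effect of over 55% in size; some results filed as inactive show a strong effect at the top dose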
#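 Yeast expressing FUS under galactose induction, OD 0.005 in 2% galactose medium; compounds in a dilution series, 24 h at 30C. Growth rescue by absorbance at 600 nm; CP55940 positive control, DMSO negative.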
# PTHR1 ag = activates the human parathyroid hormone receptor PTHR1; HEK293 GP2 PTHR1 cells, GloSensor cAMP luminescence, 1 h; Potency, µM (titrated, usually from 115 µM), for inactives: at the highest dose activation, most hits filed as activators; actives 0.075% (n = 410,000); AID 743266; also: nearly all actives have a fitted effect of over 55% in size; some results filed as inactive show a strong effect at the top dose; inactives centre near -15; many of its hits are not listed in these tables
# Target sequence (Q03431 whole entry, looked up): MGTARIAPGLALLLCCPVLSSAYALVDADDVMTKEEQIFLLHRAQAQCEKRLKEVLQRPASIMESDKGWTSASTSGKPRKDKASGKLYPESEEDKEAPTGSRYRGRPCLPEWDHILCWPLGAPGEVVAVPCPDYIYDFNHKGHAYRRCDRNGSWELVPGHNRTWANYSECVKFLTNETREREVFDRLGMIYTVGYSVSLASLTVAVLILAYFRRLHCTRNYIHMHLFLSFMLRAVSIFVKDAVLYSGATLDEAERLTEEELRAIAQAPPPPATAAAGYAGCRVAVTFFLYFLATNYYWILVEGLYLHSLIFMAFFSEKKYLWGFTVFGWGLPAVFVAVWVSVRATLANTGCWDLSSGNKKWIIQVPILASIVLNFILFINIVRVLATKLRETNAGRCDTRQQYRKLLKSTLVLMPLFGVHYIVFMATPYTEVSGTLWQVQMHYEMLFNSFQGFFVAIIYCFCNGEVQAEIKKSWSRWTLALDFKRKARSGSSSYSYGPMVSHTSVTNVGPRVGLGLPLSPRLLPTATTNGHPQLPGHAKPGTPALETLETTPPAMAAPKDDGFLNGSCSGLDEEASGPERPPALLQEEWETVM
#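 HEK-293-derived GP2 cells expressing PTHR1 and a GloSensor cAMP reporter, 3,000/well, plated overnight, given luciferin plus IBMX (each 0.5 mM as added) for 1 h at 37 °C, then compound for 1 h at 37 °C. Luminescence was read after 15 min at room temperature.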
# TDP-43 yeast inh = TDP-43 toxicity inhibition in yeast; TDP-43 expressing yeast growth rescue, BacTiter-Glo, 24 h; Potency, µM (top dose mostly 46.1 µM), without a hit: at the top dose growth rescue (activation), most hits filed as activators; actives 1.8% (n = 410,000); also: % of control where 0% means no effect; nearly all actives have a fitted effect of over 50% in size
#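 Yeast expressing TDP-43 (pregrown in raffinose, seeded at OD600=0.02 in galactose medium) exposed to compounds 24 hr at 30 deg C. Growth read by BacTiter-Glo luminescence; rescue of toxicity appears as increased signal.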
# * = called active by the depositor; i = inactive; ? = inconclusive; [ ] = dose if it differs, or a comment. Calls follow the shape of the dose curve; as a rule, active = well fitted curve in the direction sought with a large enough effect; inconclusive = small, poorly fitted or top-dose-only effect, or another doubt; inactive = no such curve, though single readings can be large; an effect the other way counts as inactive or inconclusive. Potency is read from the fitted curve at half-maximal effect.
SMILES,FUS yeast rescue,PTHR1 ag,TDP-43 yeast inh
Cn1c(=O)oc2cc(S(=O)(=O)N3CCCC(C(=O)NCCc4ccccc4)C3)ccc21 (stereo not drawn),-20%,i,7%
O=C(CSc1nc2c(oc3ccccc32)c(=O)n1-c1ccccc1F)Nc1ccccc1,37%,-22%,13%
CCc1ccc(NC(=O)CC2C(=O)N(c3cccc(C)c3)C(=O)N2Cc2ccco2)cc1 (stereo not drawn),40%,i,0%
Cc1ccc2nc(NC(=O)c3nc(SCc4ccccc4F)ncc3Cl)sc2c1,1%,-10%,11%
Cc1ccc(CNC(=O)c2ccc(CSCc3ccc(C)cc3)o2)cc1,33%,-2%,1%
CN1CCN(C(CNC(=O)c2cccc(F)c2)c2ccc3c(c2)OCO3)CC1 (stereo not drawn),-1%,?,9%
COc1ccccc1CNC(=O)CS(=O)(=O)Cc1nc(-c2ccccc2C)oc1C,5%,-16%,9%
CSc1cccc(Nc2cc(C(=O)NC3CCCCC3)c3ccccc3n2)c1,21%,-72%[inhibitor],3%
COc1cc(-c2cc(OC)c3c(C)oc(C)c3c(=O)c2)ccc1OC(=O)c1ccccc1C,?,-9%,20µM*
Cc1ccccc1OC(=O)CSc1nnc(-c2ccc(F)cc2)o1,8%,6%,24%

# Entries of single compounds from above:
# Entry for Cc1ccc2nc(NC(=O)c3nc(SCc4ccccc4F)ncc3Cl)sc2c1 = FUS yeast rescue: 1%; PTHR1 ag: -10%; TDP-43 yeast inh: 11%
# Entry for CSc1cccc(Nc2cc(C(=O)NC3CCCCC3)c3ccccc3n2)c1 = FUS yeast rescue: 21%; PTHR1 ag: -72%[inhibitor]; TDP-43 yeast inh: 3%
# Entry for COc1ccccc1CNC(=O)CS(=O)(=O)Cc1nc(-c2ccccc2C)oc1C = FUS yeast rescue: 5%; PTHR1 ag: -16%; TDP-43 yeast inh: 9%

# Going on with the list.
SMILES,FUS yeast rescue,PTHR1 ag,TDP-43 yeast inh
CC(C)(C)C1CCc2nc(NC(=O)c3ccc([N+](=O)[O-])cc3)sc2C1 (stereo not drawn),-1%,i,-2%
COCCCN1CCc2nc(SCC(=O)Nc3ccc(C)c(Cl)c3)[nH]c(=O)c2C1,35%,-15%,7%
O=C(CSc1nc(-c2cccc(F)c2)[nH]c1-c1ccccc1)Nc1ccc2c(c1)OCO2,?,-96%[inhibitor],20µM*
CCc1ccc(NC(=O)Cn2nc3c4ccccc4n(Cc4ccccc4)cc-3c2=O)cc1,-26%,i,14%
CC(=O)N1c2ccc(S(=O)(=O)N3CCN(c4cc(Cl)ccc4C)CC3)cc2CC1C (stereo not drawn),-28%,i,-14%
CCn1cc2nc(SCC(=O)Nc3cc(OC)cc(OC)c3)n(Cc3ccc(Cl)cc3)c(=O)c2n1,22µM*,-24%,3%
Fc1ccc(CN2CCc3nc(N4CCN(c5ccccc5F)CC4)ncc3C2)c(F)c1,-18%,-23%,-4%
COc1ccc(CC(=O)Nc2ccc(-c3nc4ccccc4s3)c(C)c2)cc1OC,4%,-94%[inhibitor],-3%
COc1ccc(CCNC(=O)c2ccc3c(c2)N(Cc2ccccc2)C(=O)c2ccccc2S3=O)cc1OC (stereo not drawn),?,-52%,-5%
COc1ccc(-n2c(=O)c3c4c(sc3n(Cc3ccccc3Cl)c2=O)CCC4)c(OC)c1,2%,-18%,24%
COc1cccc(CNC(=O)Cn2c(=O)cc(C)c3c(C)nn(C)c32)c1OC,22%,-14%,11%
Cc1ccc(C2=NN(CC(=O)NCCCN(CC(C)C)CC(C)C)C(=O)CC2)cc1,-16%,i,19%
COc1ccc(C2=C(Nc3ccc(C)c(C)c3)c3ccccc3C2=O)cc1,3%,-30%[inhibitor],0%
Cc1nc2ncnn2c(C)c1CCC(=O)N1CCN(c2ccccc2)CC1,-12%,-25%,-9%
COc1ccccc1NC(=O)C1=C(C)Nc2ncnn2C1c1ccccn1 (stereo not drawn),-15%,i,0%
Cc1ccc(NC(=O)C2CCCN(S(=O)(=O)c3cccc4cccnc34)C2)c(C)c1 (stereo not drawn),4%,i,21%
COC(=O)COc1ccc(Oc2nc(NC(C)(C)C)nc(N(C)C)n2)nn1,16%,i,17%
CC(=O)c1cccc(Nc2nc(-c3ccccc3Cl)nc3ccccc23)c1,23%,-38%[inhibitor],19%
CCCCNC(=O)c1ccc2c(c1)NC(=O)C(CS(=O)(=O)Cc1cccc(C)c1)N2 (stereo not drawn),-22%,?,6%
Cc1oc2ncn(CC(C)C)c(=O)c2c1C(=O)N(Cc1ccccc1)C(C)C,17%,i,13%
CCCSCCCNC(=O)C1CCCN(c2nn3cc(-c4ccc(OC)cc4)nc3s2)C1 (stereo not drawn),37%,-26%,?
O=C(Nc1ccc2nc(SCC(=O)N3CCOCC3)sc2c1)c1ccc(F)cc1,7%,-24%,11%
COc1ccc(NC(=O)/C(C#N)=C/c2ccc(C)o2)cc1,3%,i,0%
CC(=O)c1ccc(NC(=O)C2CCC(CNS(=O)(=O)c3cccc4nsnc34)CC2)cc1 (stereo not drawn),?,-12%,12%
O=c1c2oc3ccccc3c2ncn1Cc1ccc(Br)cc1,-21%,i,-8%[9.22 µM]
CCN(C(=O)Cn1ncc2c1-c1cc(C)ccc1OC2)c1cc(Cl)ccc1OC,44%,i,0%
COc1ccccc1C(=O)Nc1c(C(=O)NC(C)(C)C)oc2ccccc12,16%,-12%,16%
N#Cc1ccccc1NC(=O)CSc1nnc(N)s1,-1%,i,2%
CCCOc1ccc(NC(=O)CC2C(=O)N(c3ccccc3)C(=O)N2Cc2ccco2)cc1 (stereo not drawn),29%,2%,4%
COc1ccc(C)cc1NC(=O)C1CCCN(S(=O)(=O)c2ccc3c(c2)oc(=O)n3C)C1 (stereo not drawn),-18%,-32%[inhibitor],14%
COc1ccc(Cl)cc1NC(=O)CSc1cn(CC(=O)N2CCCC2)c2ccccc12,?,-80%[inhibitor],9%
O=S(=O)(NCCS(=O)(=O)N1CCN(c2ccccc2)CC1)c1ccc(Cl)cc1,-2%,i,14%
COCCNC(=O)C(=O)NCC(c1cccnc1)N1CCN(c2ccccc2OC)CC1 (stereo not drawn),17%,i,8%
Cc1cc2nc(-c3ccc(OCc4ccc(F)cc4)cc3)cc(C(F)(F)F)n2n1,-9%,-16%,22%
COc1ccc(-c2cc(C(F)(F)F)nc(NCc3ccccc3)n2)cc1OC,-20%,-39%[inhibitor],?
CCOC(=O)c1ccc(CN(Cc2ccccc2C)S(=O)(=O)c2ccc(F)c(C)c2)cc1,12%,i,9%
CCCOc1ccc(CNC(=O)Cn2cc3c(n2)-c2c(oc(C(=O)N4CCOCC4)c2C)CC3)cc1,29%,-87%[inhibitor],0%
Cc1ccc(S(=O)(=O)c2nnn3c2nc(NC(C)C)c2cc(Cl)ccc23)cc1C,-16%,-21%,15%
CC(=O)c1ccc(NC(=O)Cn2c(=O)nc(-c3ccccc3)c3ccccc32)cc1,-12%,i,15%
CC(C)OCCCNC(=O)c1nn(C)c2c1CSc1ccccc1-2,20%,-32%[inhibitor],?
Cc1ccc(NC(=O)Cn2c(=O)n(CC(=O)NCCc3ccccc3)c(=O)c3ccccc32)cc1C,2%,i,-2%
Cc1nc2nc(CNC(=O)OC(C)(C)C)nn2c(C)c1CCC(=O)NCc1ccc(F)cc1,-7%,i,?
O=C(CC1C(=O)OCCN1Cc1ccccc1)Nc1cccc(Cl)c1 (stereo not drawn),-4%,-29%,18µM*
Cc1c(Cl)cccc1NC(=O)c1cc(-c2cccc(Cl)c2)on1,-8%,i,-3%
CC(C)c1ccc(NC(=O)c2cc(S(=O)(=O)NCCC3=CCCCC3)ccc2F)cc1,?,-22%,2%
CCc1cccc(NC(=O)Cn2nc3c4cc(F)ccc4n(Cc4cccc(C)c4)cc-3c2=O)c1,-21%,i,14%
COc1ccc(CN2C(=O)c3oc4ccc(F)cc4c(=O)c3C2c2ccc(O)cc2)cc1 (stereo not drawn),-14%,2%,2%
O=C(c1cccs1)N(Cc1cccnc1)c1nc2ccc(F)cc2s1,-2%,-87%[inhibitor],22%
CCOc1ccc(C(=O)c2cn(CC(=O)Nc3cc(OC)cc(OC)c3)c3ccc(F)cc3c2=O)cc1,22%,i,-10%
CCOC(=O)COc1ccccc1C1C(C(=O)OC)=C(C)NC2=C1C(=O)c1ccccc12 (stereo not drawn),5%,i,9%

# The final 3 entries of the section above open the next one:
SMILES,FUS yeast rescue,PTHR1 ag,TDP-43 yeast inh
O=C(c1cccs1)N(Cc1cccnc1)c1nc2ccc(F)cc2s1,-2%,-87%[inhibitor],22%
CCOc1ccc(C(=O)c2cn(CC(=O)Nc3cc(OC)cc(OC)c3)c3ccc(F)cc3c2=O)cc1,22%,i,-10%
CCOC(=O)COc1ccccc1C1C(C(=O)OC)=C(C)NC2=C1C(=O)c1ccccc12 (stereo not drawn),5%,i,9%
COc1cccc(C2C(C(N)=O)=C(C)Nc3ncnn32)c1 (stereo not drawn),-11%,-12%,-14%
Cc1cc(C)cc(OCC(=O)Nc2nc(-c3ccc(F)cc3)ns2)c1,-8%,-58%[inhibitor],7%
O=C(CNC(=O)c1ccc(Cl)cc1)OCc1cc(=O)n2ccsc2n1,2%,i,10%
COc1ccccc1CNC(=O)c1cc2c(s1)-c1ccc(Cl)cc1SC2,-8%,i,24%
COc1ccc(-c2nc(CN3CCC(C(=O)NCc4ccc(C)cc4)CC3)c(C)o2)cc1OC,37%,i,?
CCC(Sc1nc2nccnc2c(=O)n1Cc1ccc(OC)cc1)C(=O)NC1CCCCC1 (stereo not drawn),15%,-41%[inhibitor],10%
COc1cccc(-c2cc(C(=O)NCCc3ccc(C)cc3)[nH]n2)c1,-23%,-19%,0%
Cc1ccc(C)c(NC(=O)c2cc(S(=O)(=O)N3CCc4ccccc4C3)ccc2F)c1,1%,-11%,5%
CC1=C(C(=O)Nc2ccccc2C)C(c2cccnc2)n2nc(SCc3ccccc3)nc2N1 (stereo not drawn),1%,-22%,16%[9.22 µM]
CCCCOC(=O)c1ccc(NC(=O)Cc2coc3c(C)c(C)ccc23)cc1,15%,-29%,-23%
Cc1ccc2onc(CNC(=O)NCc3cccc(Cl)c3)c2c1,3%,i,19%
Nc1nonc1C(=O)NCCNCc1ccc(Cl)c(Cl)c1,-13%,-2%,2%
COc1cc(OC)c(OC)cc1/C=C/c1nc2ccccc2c(=O)n1-c1ccc(Br)c(C)c1,38%,-60%[inhibitor],22µM*
CC1=C(c2ccc(C(C)C)cc2)S(=O)(=O)NC1=NCc1ccc(OC(C)C)cc1,16%,11%,-15%
CCOC(=O)c1c(C)oc2nc(C)nc(NCc3ccc(F)cc3)c12,-28%,i,14%
CCCCN(CC)CCCNC(=O)c1nn(-c2ccc(OC)cc2)c(=O)c2c1c1ccccc1n2C,13%,i,10%
CCc1nc(SCc2cc(=O)c3cc(F)ccc3[nH]2)n[nH]1,-11%,-19%,11%
CCOc1ccccc1CNC(=O)c1cnc2sc(N(CC)CC)nn2c1=O,19%,i,14%
Cc1cc(C)cc(NC(=O)CCS(=O)(=O)c2ccc3nc(C)sc3c2)c1,9%,i,6%
COc1ccc(Cl)cc1NC(=O)c1cnc2sc(N3CCOCC3)nn2c1=O,-3%,i,16%
CN(C)CCNC(=O)c1ccc2c(c1)N(Cc1ccccc1)C(=O)c1ccccc1S2(=O)=O,-11%,-24%,18%
Cc1cccc(NC(=O)CSc2nc(=O)n(Cc3cccnc3)c3c2CCC3)c1C,3%,-24%,23%
CCC(=O)N1CCc2cc(S(=O)(=O)NCCC(=O)Nc3ccc(C)cc3C)ccc21,-13%,-43%[inhibitor],9%
Cc1cc2oc(C(=O)Nc3sc4c(c3C(=O)NCc3ccccc3)CCCC4)cc(=O)c2cc1C,-4%,7%,21%
CCCN(CCC)CCNC(=O)CS(=O)Cc1nc(-c2ccc(OC)c(OC)c2)oc1C (stereo not drawn),-18%,i,20%
Cc1ccc(NC(=O)Cn2c(=O)n(-c3ccccc3)c(=O)c3c4c(sc32)CCCC4)cc1,-12%,-14%,13%
CCOc1ccc(CNS(=O)(=O)c2ccc3c(c2)CCCN3C(C)=O)cc1,2%,-22%,18%
Cc1ccc(-n2ncc(C(=O)NCc3ccccc3)c2C2CCN(C(=O)OC(C)(C)C)CC2)cc1,35%,i,10%
O=C(NCCc1ccccc1)c1ccc(Cn2c(=O)c3cccn3c3cccnc32)cc1,-4%,i,0%
COc1ccc(NC(=O)Nc2cccc(OCc3cc(=O)n4cccc(C)c4n3)c2)c(OC)c1,4%,i,6%
CCN(Cc1ccccc1)S(=O)(=O)c1cc(C(=O)Nc2cc(Cl)cc(Cl)c2)ccc1F,15%,-42%,15%
CCN(CC)S(=O)(=O)c1ccc2c(c1)N(CC(=O)Nc1cccc(C#N)c1)C(=O)CO2,28%,i,1%

# Some of the compounds tested; the hit share may differ from the screen's.
